Screening results as filed in PubChem BioAssay.
SRC2 TRFRET art = flags TR-FRET format artefacts in PPARgamma SRC-2 recruitment agonist screen. TR-FRET artefact counter-screen; hits give high values. TR-FRET ratio at 8 µM. 200,000 compounds, 0.4% hits. AID 1049; in the data active = TR-FRET ratio above about 2000; note: inactives centre near 1500
ROMK primary = modulators of human ROMK potassium channel | P48048 | Tet-inducible ROMK, thallium flux fluorescence; actives lie on both sides | B-score at 10 µM | 130,000 compounds, 2% hits;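 active = signal ratio slope over the read window, or its plate-corrected B-score, at least 3 SD from the plate mean, either direction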;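 note: B-score of the F/F0 ratio slope over 7 to 12 s after thallium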
Target sequence (P48048 whole entry, looked up): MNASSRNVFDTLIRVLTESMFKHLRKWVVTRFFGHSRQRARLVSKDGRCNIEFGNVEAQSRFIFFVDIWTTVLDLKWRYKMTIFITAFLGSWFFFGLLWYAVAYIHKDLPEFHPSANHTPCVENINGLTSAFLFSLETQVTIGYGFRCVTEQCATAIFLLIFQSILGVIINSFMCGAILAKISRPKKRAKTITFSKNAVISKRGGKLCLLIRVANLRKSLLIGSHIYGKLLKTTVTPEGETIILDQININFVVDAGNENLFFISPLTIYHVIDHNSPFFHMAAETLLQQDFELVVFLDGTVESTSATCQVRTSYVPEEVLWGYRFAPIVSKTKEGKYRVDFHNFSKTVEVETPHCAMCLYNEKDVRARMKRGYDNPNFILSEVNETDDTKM
PPARg SRC3 recr = agonists of human PPARgamma SRC-3 coactivator recruitment. P37231. biochemical PPARgamma/SRC-3 coactivator recruitment assay. activation, % at 8 µM. 200,000 compounds, 0.26% hits. AID 731; in the data active = activation above about 23%;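 note: 0% = DMSO and 100% = reference agonist; some compounds past the cut are filed as inactive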
PPARg SRC2 recr = PPARgamma-driven SRC-2 recruitment agonism | PPARgamma LBD-SRC-2 recruitment, biochemical | activation, % at 8 µM | 200,000 compounds, 0.34% hits; in the data active = activation above about 22%;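 note: 0% = vehicle and 100% = reference agonist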
PPARg SRC-1 ag = promotes SRC-1 coactivator recruitment by human PPARgamma. P37231. 200,000 compounds, 0.41% hits. AID 631. PPARgamma-SRC-1 coactivator recruitment biochemical assay. activation, % at 8 µM; in the data active = activation above about 19%;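 note: 0% = DMSO and 100% = reference agonist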
PMI activator = phosphomannose isomerase (human) activation. P34949. purified human PMI, coupled resazurin fluorescence, 20 min; hits give high values; 1 = vehicle control, 0 substrate-free wells. activation factor at 20 µM. 190,000 compounds, 0.005% hits. AID 1214;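 active = activation factor of 2 or more at 20 µM, relative to plate controls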
Diaphorase inh = diaphorase inhibition or chemical oxidation counter-screen; diaphorase resazurin-to-resorufin fluorescence, NADH, 16 min; bacterial (C. kluyveri) enzyme, not human; AID 1217; 190,000 compounds, 0.69% hits; inhibition, % at 20 µM;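 active = primary screen inhibition at 20 µM above a set limit, cut at about 50% in these data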;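 note: plate controls were DMSO with full reaction for no effect and wells lacking NADH for full effect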
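System: Bacterial diaphorase enzyme (C. kluyveri) | Incubation: 16-min room-temperature incubation before reading | Benchmarks: No-NADH positive control and DMSO neutral control | Measured by: Resorufin fluorescence 544/590 nm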
PMI act satM6P = activators of human phosphomannose isomerase at near-saturating mannose 6-phosphate. 190,000 compounds, 0.34% hits. activation factor at 20 µM. coupled PMI enzyme assay, resazurin fluorescence, 20 min; hits give high values; 1 = untreated enzyme, 0 = substrate-free blank. AID 1216;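 active = activation factor of 2 or more at 20 µM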
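Test system: Human PMI in coupled enzyme assay | Input: 15 ng/mL PMI | Medium: HEPES-buffered pH 7.4 with magnesium and detergent | Compound: One concentration, 20 µM, in 1% DMSO | Incubation: Enzyme reaction with compound 20 min at room temperature | Detection: Diaphorase-driven resazurin-to-resorufin fluorescence, excitation 544, emission 590 nm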
Diaph act CS = diaphorase activation or chemical reduction counter-screen; AID 1229; Diaphorase/resazurin coupled assay, resorufin fluorescence, 16 min; hits give high values; 1 = vehicle wells, 0 = NADH-free wells; 190,000 compounds, 0.005% hits; activation factor at 20 µM;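 active = diaphorase activity raised at least twofold by the compound at 20 µM; inactive = activation factor below 2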
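test system = bacterial diaphorase enzyme (C. kluyveri) | quantity = enzyme 0.07 U/mL final | reagent = NADH substrate 0.114 mM plus resazurin dye 0.1 mM, final | incubation = 16 min enzyme reaction, ambient temperature | buffer or medium = HEPES pH 7.4 buffer with MgCl2 and Tween 20 | signal = fluorescence of resorufin, 544 nm excitation, 590 nm emission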
S1P3 antagonist = antagonists of human S1P3 receptor | AID 485 | Q99500 | CHO S1P3 NFAT-BLA reporter, FRET fluorescence, antagonist mode | 170,000 compounds, 0.27% hits | inhibition, % at 4.98 µM;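 active = inhibition above the plate cutoff, the mean inhibition of test wells on that plate plus 3 SD, cut at about 28% in these data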;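 note: cells challenged with S1P at its EC80 of 0.8 µM; blue over green emission ratio from cleaved BLA substrate after 4 h stimulation; 0% = S1P-stimulated wells and 100% = unstimulated DMSO-only wells; some compounds past the cut are filed as inactive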
Target sequence (Q99500 whole entry, looked up): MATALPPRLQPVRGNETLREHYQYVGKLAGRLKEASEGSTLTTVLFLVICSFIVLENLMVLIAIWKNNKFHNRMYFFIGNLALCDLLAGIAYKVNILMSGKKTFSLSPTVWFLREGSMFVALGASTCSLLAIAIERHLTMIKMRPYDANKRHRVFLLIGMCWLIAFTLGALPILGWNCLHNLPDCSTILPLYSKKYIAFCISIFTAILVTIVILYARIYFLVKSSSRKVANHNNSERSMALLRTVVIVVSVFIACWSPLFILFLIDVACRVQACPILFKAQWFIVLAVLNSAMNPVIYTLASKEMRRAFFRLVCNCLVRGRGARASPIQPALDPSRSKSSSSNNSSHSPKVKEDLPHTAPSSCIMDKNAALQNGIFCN
G6PDH counter = counter-screen for G6PDH assay hits: L. mesenteroides G6PDH inhibition; Purified L. mesenteroides G6PDH, diaphorase/resazurin coupled fluorescence, 45 min; inhibition, % at 5 µM; 200,000 compounds, 0.12% hits; AID 1020; in the data active = inhibition above about 50%
An asterisk follows results filed as active; / = no result given; & = joins results of further samples.

SMILES | SRC2 TRFRET art | ROMK primary | PPARg SRC3 recr | PPARg SRC2 recr | PPARg SRC-1 ag | PMI activator | Diaphorase inh | PMI act satM6P | Diaph act CS | S1P3 antagonist | G6PDH counter
COc1ccc(CNC(=O)c2c(C)cc(=O)oc2C)cc1 | 1535 | -0.017 | -1 | -5 | 0 | 1 | 7 | 0.9 | 0.9 | -20 | -4
Cc1ccc(S(=O)(=O)NCCCNS(C)(=O)=O)cc1 | 1268 | / | 2 | -6 | -7 | 1 | 2 | 1 | 1 | -7 | 6
COc1ccc(-c2n[nH]c(=S)n2Cc2ccco2)cc1 | 1659 | 0.093 | 14 | 0 | -2 | 0.9 | 21 | 1.2 | 0.8 | / | 8
Cc1ccc(S(=O)(=O)N2CCC(=O)N(CCOCc3cccc(C)c3)CC2)cc1 | 1743 | 0.84 | 1 | 2 | 3 | 0.9 | 12 | 0.9 | 0.9 | -19 | 15
CCC(=O)Nc1cccc(NC(=S)NC(=O)Cc2ccccc2)c1 | 1615 | / | 9 | 6 | 3 | 1 | 18 | 1 | 0.8 | / | -4
Cc1ccc(NC(=O)CN2C(=S)NC(C)(C)CC2C)cc1Cl (stereo not given) | 1399 | 0.45 | 9 | -4 | 4 | 1 | 9 | 1 | 0.9 | -11 | 4
CCCCNC(=O)CCn1c(=O)c2ccccc2n(Cc2ccc(F)cc2)c1=O | 1506 | 0.42 | 4 | 0 | -8 | 1 | 4 | 1 | 1 | 5 | 2
O=C(Nc1cc(S(=O)(=O)N2CCOCC2)ccc1N1CCCC1)c1cnccn1 | 1669 | / | 2 | 5 | 8 | 1 | 6 | 1 | 0.9 | -4 | 4
COc1cc(C)c(NC(=O)C(=S)N2CCCC2)cc1C | 1646 | 0.37 | 0 | 2 | 4 | 0.9 | 7 | 0.9 | 0.9 | -15 | 7
Clc1ccc(-c2noc(COc3ccccc3)n2)cc1 | 1651 | 1.6 | -4 | 6 | -6 | 1 | 17 | 0.9 | 0.8 | -28 | 3
CCC(C)[C@H](NC(=O)Nc1ccc(Oc2ccccc2)cc1)C(=O)O (stereo not given in full) | 1413 | / | -11 | 0 | -5 | 1 | 15 | 1 | 0.8 | / | 7
O=C(Nc1ccc2oc(-c3ccccc3)nc2c1)c1ccncc1 | 1628 | / | -1 | 14 | 8 | 1 | 7 | 1 | 0.9 | 4 | 5
Cc1cc(C(=O)N/N=C/c2cc(Br)cc([N+](=O)[O-])c2O)c2ccccc2n1 | 1643 | 0.12 | 3 | 15 | -1 | 0.9 | 21 | 1.3 | 0.8 | -22 | 5
Cc1cccc(Nc2c(-c3ccc(N4CCOCC4)cc3)nc3ncccn23)c1 | 1843 | -0.057 | 8 | 5 | 3 | 0.9 | 8 | 0.9 | 0.9 | -14 | 18
O=C(COC(=O)CCCNC(=O)c1ccc(Cl)cc1)Nc1cc(Cl)c(Cl)cc1Cl | 1416 | 1.2 | -3 | 2 | -2 | 0.9 | 15 | 1 | 0.9 | -13 | -11
O=C(Nc1cc(N2CCCCC2)ncn1)c1ccc(F)cc1 | 1356 | 0.041 | 3 | -1 | 3 | 0.9 | 13 | 0.8 | 0.9 | -8 | 15
CCOC(=O)c1c(NC(=O)Cn2nnc(-c3ccccc3Cl)n2)sc(C)c1C | 1600 | / | -3 | -3 | -4 | 0.8 | 24 | 0.8 | 0.8 | / | 6
CCOc1ccc(NC(=O)CN2CCN(CC(=O)Nc3ccc(OC)cc3)CC2)cc1 | 1589 | / | -7 | -4 | 3 | 0.9 | 8 | 0.9 | 0.9 | / | 3
CCC1CCCCN1Cc1ccc(N)cc1 (stereo not given) | 1629 | 0.86 | 6 | 7 | -1 | 1.1 | -20 | 1.1 | 1.2 | -9 | 8
Cc1ccc(C(C)C)c(OCc2nc(-c3nonc3N)no2)c1 | 1497 | / | 9 | 2 | 2 | 0.9 | 31 | 0.9 | 0.7 | 17 | 6
CC1(C)CC(=O)C=C(NCCCNC2CCCCC2)C1 | 1609 | / | 12 | -14 | 8 | 1 | -5 | 1.1 | 1 | -7 | 15
N#Cc1c(-c2ccncc2)c2c([nH]c1=S)CCCC2 | 1620 | / | 1 | 12 | -5 | 1.1 | 23 | 1.1 | 0.8 | / | -6
Cc1cc(C)c(S(=O)(=O)N2CCCOC2CNC(=O)C(=O)NCc2ccncc2)c(C)c1 (stereo not given) | 1341 | 0.41 | -1 | -6 | 5 | 0.9 | 4 | 1.1 | 1 | 7 | 0
CN(C)c1cc(N)c2ccccc2n1 (tested in a mixture with another compound) | 1466 | / | -6 | -1 | 4 | 1 | -3 | 1 | 1 | -19 | 2
O=C(NCCc1ccccc1)c1cccnc1 | 1536 | 1.4 | -7 | -4 | -6 | 1.1 | -7 | 1 | 1.1 | / | 0
Cn1c(=O)c(C#N)c(-c2ccccc2)n2cnnc12 | 1568 | / | 3 | 7 | 5 | 1.1 | 1 | 1.1 | 1 | -8 | 0
COc1cc(C=C(C(C)=O)C(C)=O)ccc1O | 1480 | / | 1 | 5 | 4 | 1 | 10 | 1 | 0.9 | / | 0
CCOC(=O)CNC(=O)c1cc(OC)cc(OC)c1 | 1572 | -0.55 | 5 | 3 | -6 | 1 | 12 | 0.9 | 0.9 | -4 | 6
Cc1ccc(-c2nc(CN(C)C3CCOCC3)c(C)o2)s1 | 1556 | 0.61 | 5 | 8 | 7 | 0.9 | 11 | 0.8 | 0.9 | -4 | 14
CCOC(=O)CC(NC(=O)C(CC)c1ccccc1)c1ccccc1Cl (stereo not given) | 1386 | -0.45 | 1 | -7 | -11 | 0.8 | 0 | 0.8 | 1 | 1 | 10
CCS(=O)(=O)N1CCC(C(=O)Nc2cc(Cl)ccc2O)CC1 | 1435 | / | 0 | -2 | -6 | 0.9 | 20 | 0.8 | 0.8 | -11 | 13
COc1ccc(C)cc1S(=O)(=O)N(C)CC(=O)Nc1ccc2c(c1)OCCO2 | 1624 | -0.66 | -4 | 11 | 7 | 0.9 | 15 | 0.9 | 0.9 | -14 | -16
COc1cc(N2C(=O)CSC23C(=O)Nc2ccccc23)cc(OC)c1OC (stereo not given) | 1505 | 0.016 | 3 | 5 | -2 | 0.8 | 18 | 0.8 | 0.8 | / | 3
O=C(CSc1nc(O)cc(=O)n1-c1ccccc1)c1ccc(Br)cc1 | 1592 | 1.1 | -8 | 4 | -6 | 1 | 1 | 1 | 1 | 0 | 10
COC(=O)c1ccc(C)c(NC(=O)Cc2ccc([N+](=O)[O-])cc2)c1 | 1749 | / | 0 | 2 | 1 | 0.9 | 9 | 0.9 | 0.9 | -3 | 16
O=C(c1ccc(-c2ccccc2)cc1)N1CCC(C(=O)N2CCCC2)CC1 | 1661 | 0.34 | 1 | 8 | 8 | 0.9 | 6 | 0.9 | 0.9 | 22 | 2
CCOC(=O)c1ccc(N=c2ssnc2Cl)cc1 | 1767 | -0.44 | 5 | 13 | 4 | 0.3 | 19 | 0.5 | 0.8 | -20 | 1
Cc1ccc(NC(=O)c2ncc(Cl)c(Cl)c2Cl)cc1C | 1383 | -0.088 | -4 | -2 | -4 | 1 | -2 | 1.1 | 1 | -9 | -7
CC/C(=N/NC(=O)c1ccc(Br)o1)c1ccc(Cl)cc1 | 1608 | -0.61 | 3 | 6 | 10 | 0.9 | 13 | 0.9 | 0.9 | -3 | 0
Cc1cccnc1-n1c(CCN2C(=O)c3ccccc3C2=O)nc2ccccc2c1=O | 1383 | / | -4 | 5 | -4 | 1 | 3 | 1 | 1 | -24 | 10

Of the compounds above, 3 have bromine:
SMILES | SRC2 TRFRET art | ROMK primary | PPARg SRC3 recr | PPARg SRC2 recr | PPARg SRC-1 ag | PMI activator | Diaphorase inh | PMI act satM6P | Diaph act CS | S1P3 antagonist | G6PDH counter
Cc1cc(C(=O)N/N=C/c2cc(Br)cc([N+](=O)[O-])c2O)c2ccccc2n1 | 1643 | 0.12 | 3 | 15 | -1 | 0.9 | 21 | 1.3 | 0.8 | -22 | 5
O=C(CSc1nc(O)cc(=O)n1-c1ccccc1)c1ccc(Br)cc1 | 1592 | 1.1 | -8 | 4 | -6 | 1 | 1 | 1 | 1 | 0 | 10
CC/C(=N/NC(=O)c1ccc(Br)o1)c1ccc(Cl)cc1 | 1608 | -0.61 | 3 | 6 | 10 | 0.9 | 13 | 0.9 | 0.9 | -3 | 0

(continued)
SMILES | SRC2 TRFRET art | ROMK primary | PPARg SRC3 recr | PPARg SRC2 recr | PPARg SRC-1 ag | PMI activator | Diaphorase inh | PMI act satM6P | Diaph act CS | S1P3 antagonist | G6PDH counter
O=C(N/N=C\c1ccc(Sc2ccccn2)o1)c1cccc(Br)c1 | 1415 | -0.22 | -5 | 0 | -2 | 0.9 | 18 | 0.9 | 0.8 | / | 5
Cc1ccc(-c2nn(CC(=O)NCCN3CCOCC3)c(=O)c3ccccc23)cc1 | 1464 | / | 16 | 4 | 2 | 1 | 7 | 1 | 0.9 | 6 | -11
NC(N)=N/N=C/c1ccccc1OC(F)F | 1621 | -0.95 | 2 | 4 | 10 | 1 | 1 | 1 | 1 | -5 | -7
COc1cccc(CN(C)C(=O)Nc2cccc(C(F)(F)F)c2)c1OC | 1315 | / | 2 | 1 | -2 | 0.9 | 3 | 1 | 1 | -6 | 19
O=C1C=C(NC(=O)Nc2ccc(Cl)c(Cl)c2)CCC1 | 1688 | -0.34 | 0 | 4 | 2 | 1.1 | -3 | 1.1 | 1 | -5 | 2
CCOCCOC(=O)C(C)Sc1n[nH]c(=O)[nH]c1=O (stereo not given) | 1493 | / | 8 | 2 | 10 | 1 | 2 | 1 | 1 | 3 | 3
CCCC(c1nnnn1CC(=O)OCC)N(Cc1cc2c(C)cc(C)cc2[nH]c1=O)C1CCCC1 (stereo not given) | 1468 | -1.6 | -6 | -4 | 7 | 1.4 | 24 | 1.4 | 0.8 | 8 | -1
CC(=O)Nc1ccccc1-c1nc2ccc(C(=O)N3CCN(c4cccc(C)c4)C(C)C3)cc2[nH]c1=O (stereo not given) | 1803 | / | 11 | 5 | 10 | 1 | 13 | 1 | 0.9 | / | 1
Cc1nn(CC(=O)Nc2nnc(CC(=O)N3CCCC3)s2)c(=O)c2ccccc12 | 1520 | 0.33 | -7 | 9 | -2 | 1 | 14 | 1 | 0.9 | / | 0
CCn1c(CSc2nc3ccccc3s2)nnc1SCC(=O)c1ccc2c(c1)OCCO2 | 1561 | -0.5&-0.76 | 9 | 4 | 10 | / | / | / | / | -21 | /
O=C1c2nccnc2C(=O)N1c1ccc(F)cc1 | 1731 | 0.019 | 6 | 6 | 3 | 1.1 | 7 | 1.1 | 0.9 | -7 | 7
COC(=O)c1ccc(OC(=O)CCc2cc(OC)c(OC)c(OC)c2)cc1 | 1777 | 0.062 | -3 | 0 | 3 | 1.1 | -10 | 1.1 | 1.1 | -13 | -1
